NPYLR7 agonist: agonists of mosquito NPYLR7 receptor, primary screen, cell-based, Aedes aegypti, calcium fluorescence, mosquito biting behavior. Aedes aegypti neuropeptide Y-like receptor 7 (NPYLR7). HEK293T NPYLR7/Galpha15, GCaMP6s calcium fluorescence. activation, % at 10 µM. 0.15% of 270,000 active; in the data active = activation above about 40%;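 note: 0% = vehicle and 100% = reference agonist at the receptor; some compounds past the cut are filed as inactive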
hcGAS inh: Primary biochemical luminescence assay for human cyclic GMP-AMP synthase inhibitors. Q8N884. recombinant h-cGAS, ATP depletion, Kinase-Glo luminescence. inhibition, % at 12.5 µM. 0.081% of 290,000 active;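 note: 0% = vehicle reaction and 100% = reaction without DNA for no activity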
Target sequence (Q8N884 whole entry, looked up): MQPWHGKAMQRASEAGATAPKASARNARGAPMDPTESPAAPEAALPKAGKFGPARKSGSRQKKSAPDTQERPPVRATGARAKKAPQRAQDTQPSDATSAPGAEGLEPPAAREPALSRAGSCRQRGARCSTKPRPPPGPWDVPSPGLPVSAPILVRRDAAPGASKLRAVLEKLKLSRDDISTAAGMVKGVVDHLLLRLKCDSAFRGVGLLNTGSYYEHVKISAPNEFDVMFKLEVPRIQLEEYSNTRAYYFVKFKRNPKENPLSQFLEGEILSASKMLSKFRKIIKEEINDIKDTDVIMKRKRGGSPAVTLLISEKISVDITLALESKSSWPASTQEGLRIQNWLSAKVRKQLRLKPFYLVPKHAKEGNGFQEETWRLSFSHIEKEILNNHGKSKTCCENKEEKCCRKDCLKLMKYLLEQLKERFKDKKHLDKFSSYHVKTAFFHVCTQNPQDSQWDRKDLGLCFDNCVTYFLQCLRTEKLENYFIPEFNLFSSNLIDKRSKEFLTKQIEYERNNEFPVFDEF
mcGAS inh: cyclic GMP-AMP synthase inhibitors, mouse, primary biochemical chemiluminescence; Q8C6L5; recombinant cGAS, Kinase-Glo ATP depletion luminescence; inhibition, % at 12.5 µM; 0.15% of 160,000 active; AID 1259399, 2018;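 note: 0% = negative control wells and 100% = reference inhibitor with no enzyme activity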
Active calls of the source: *; nt = no result given; & = joins results of further samples. Cut-off read from the data, not from the text of the source, unless noted: active = inhibition above about 40%; inactive = the rest.

SMILES	NPYLR7 agonist	hcGAS inh	mcGAS inh
COc1ccc(-n2nc(-c3ccc(OC)cc3OC)cc2C(=O)N2CCN(Cc3ccc4c(c3)OCO4)CC2)cc1	19	-3	-5
COc1cc2ccccc2cc1C(=O)Nc1ccc(-c2nc3cc(C)ccc3o2)cc1	-11	-4	-6
O=c1c2ccccc2c(-c2ccc(F)cc2)nn1-c1cc(Cl)ccc1[N+](=O)[O-]	2	-4	-5
Cc1nccn1CCCC(=O)N1Cc2cnc(CC(C)C)nc2C1	-5	-6	-13
Cn1cnc(S(=O)(=O)N2CCN(c3nccnc3NS(=O)(=O)c3ccc(Oc4ccccc4)cc3)CC2)c1	-5	-6	-4
CSc1ccc(CN2CCC2(C)C(=O)NCCCN2CCCC2=O)cc1 (stereo not drawn)	-1	-5	nt
CCN(CC)C(=O)NC(C)(C)CC(C)(C)C	nt	-6	-3
COc1cccc(-c2n[nH]c(=S)n2-c2ccccc2)c1	-7	-7	-6
O=C(Cc1cc(Cl)c2c(c1)OCCCO2)N1CCCCCC1c1ccncc1 (stereo not drawn)	5	-10	nt
O=C(NC(c1cccnc1)c1ccc2c(c1)OCO2)C1CCN(CCCOc2ccc(F)cc2)CC1 (stereo not drawn)	29	-3	-2
Cc1cc(C)n(CCNC2CCN(c3ccc4c(c3)OCO4)CC2)c(=O)n1	19	-8	-18
CNS(=O)(=O)c1ccc(OC)cc1	-2	-2	nt
COc1ccc(OC)c(-c2cc3ccc4c(c3oc2=O)CN(C2CCS(=O)(=O)C2)CO4)c1 (stereo not drawn)	4	-3	-6
O=C(Cn1cnc([N+](=O)[O-])n1)N/N=C\c1cccc(Br)c1	-9	-5	-4
COc1cc(-c2nc3ccccc3c(=O)n2C(C)C)cc(OC)c1OC	6	-6	-7
O=C(/C=C/c1ccc2c(c1)OCO2)NN1CC2CCCC2C1 (stereo not drawn)	-3	-1	0
Cc1ccc(Cn2cc(C#N)c([N+](=O)[O-])n2)cc1	3	-1	nt
Cc1ccc(C)c(NC(=O)CSc2nc(=O)n3ccc(C)cc3n2)c1	-1	-6	-7
CCOC(=O)N1CCC(NC2CCN(c3ccc(Cl)nn3)CC2)CC1	nt	-6	-3
C=CCCC(O)CN(CCC)Cc1c(C)nn(-c2ccc(Cl)cc2)c1Oc1ccccc1OC (stereo not drawn)	8	-2	-3
O=C(NOCc1ccccc1)c1cc(Cl)ccc1-n1cnnn1	-2	4	nt
CCCCCCCOc1ccc(NC(=O)N2CCC[C@H]2C(=O)N2CCC(C(=O)N3CCOCC3)CC2)cc1	20	-3	-4
CN(C)CC1(O)CCCN(C(=O)c2ccc3c(c2)OCCO3)CC1 (stereo not drawn)	4	2	nt
CN(C)S(=O)(=O)c1cccc(CN2CC(=O)Nc3ccccc32)c1	6	-12	-6

Entries shown so far with an aryl thioether with sulfur outside any ring, in the order listed:
SMILES	NPYLR7 agonist	hcGAS inh	mcGAS inh
CSc1ccc(CN2CCC2(C)C(=O)NCCCN2CCCC2=O)cc1 (stereo not drawn)	-1	-5	nt
Cc1ccc(C)c(NC(=O)CSc2nc(=O)n3ccc(C)cc3n2)c1	-1	-6	-7

(more compounds)
SMILES	NPYLR7 agonist	hcGAS inh	mcGAS inh
CC(=O)c1ccc(N2CCCC(CO)(Cc3ccccc3F)C2)nc1 (stereo not drawn)	-3	-3	-17
CCCC1(CCC)NC(=O)N(CC(=O)N2CCN(C(=O)c3ccco3)CC2)C1=O	-6	3	nt
Cc1ccccc1-n1ncc2c(C)nn(CC(=O)Nc3ccc4c(c3)OCCO4)c(=O)c21	-5	2	nt
CC(Cn1cccn1)NCCC(=O)NC1CCCCC1 (stereo not drawn)	nt	-15	-7
Nc1nc(SCC(=O)NCC2CCCO2)n[nH]1 (stereo not drawn)	4	-3	nt
COCCCNC(=O)c1cc(-c2ccc(OC)cc2)n(-c2ccccc2Cl)c1C	10	-1	-4
COc1ccc(C)c2sc(N(CCCN(C)C)C(=O)c3cc(C)n(C)n3)nc12	1	-7	-6
O=C1C(=O)N(CCCN2CCOCC2)C(c2ccc([N+](=O)[O-])cc2)C1=C(O)c1ccc(Cl)cc1 (stereo not drawn)	8	-5	-8
Cc1c(C(=O)N(C)Cc2cccc(F)c2)[nH]c2c1C(=O)CCC2	4	-6	nt
Fc1ccc(Oc2ncnc3sc4c(c23)CCC4)cc1Cl	27	-11	nt
Cc1nc(SCC(=O)Nc2ccc3c(c2)OCO3)c2oc3ccccc3c2n1	6	-5	-9
OCc1ccc(-c2nccn2-c2cccc(-c3ccn[nH]3)c2)o1	7	0	-14
CCOC(=O)CN1C(=O)CN(C(=O)OCc2ccccc2)CCC(OC)c2ccccc21 (stereo not drawn)	0	7	-2
CN(Cc1ccccc1)CC1CCCN(CCc2ccc(F)cc2)C1 (stereo not drawn)	7	0	nt
CCN(CC)Cc1cnc2c(C(=O)N3C[C@H]4CC=CC[C@H]4C3)cnn2c1	-3	-2	nt
CCc1cc(=S)n2c([nH]c3ccccc32)c1C#N	3	15	25
CCC1CCC(N(C(=O)Cc2nc(-c3cccs3)oc2C)C2CC2)CC1 (stereo not drawn)	2	-5	nt
CC(=O)Nc1cc(C(C)(C)C)nn1-c1cccc(C)c1	2	-2	nt
CCN1CCN(C(c2ccccc2F)C2Sc3nc(C)nn3C2=O)CC1 (stereo not drawn)	1	-5	-9
COc1ccccc1-c1cccc(-c2cccc(NC(=O)COc3ccccc3)c2)n1	-7	-7	-8
O=C(O)CCN1C(=O)C2CCCCC2C1=O (stereo not drawn)	-4	3	nt
Cc1ccc(C)c(S(=O)(=O)NCCn2nc(-c3ccco3)ccc2=O)c1	1	4	-8
COC(=O)c1ccccc1NC(=O)c1cc(-c2ccc(C)cc2)nc2ccccc12	2	-5	-5
COc1ccc(N(C)S(=O)(=O)c2ccc(OC)c(N3CCN(S(=O)(=O)c4ccccc4C(F)(F)F)CC3)c2)cc1	22	-12	-9

The list goes on, overlapping the part above by 2 compounds.
SMILES	NPYLR7 agonist	hcGAS inh	mcGAS inh
COC(=O)c1ccccc1NC(=O)c1cc(-c2ccc(C)cc2)nc2ccccc12	2	-5	-5
COc1ccc(N(C)S(=O)(=O)c2ccc(OC)c(N3CCN(S(=O)(=O)c4ccccc4C(F)(F)F)CC3)c2)cc1	22	-12	-9
CCn1cc(CN2CCC(C(=O)Nc3cccc(-c4cscn4)c3)CC2)cn1	10	-7	nt
Cc1ccccc1CN1CCN(c2ccc(Br)cc2)C(=O)C1C (stereo not drawn)	1	-4	-5
COc1c(F)cccc1C(=O)NC(C)c1cnn(C)c1 (stereo not drawn)	-2	-5	-7
CCOCCCNC(=O)c1cc(NC(=O)Nc2ccc(Cl)cc2)ccc1N1CCC(Cc2ccccc2)CC1	0	-7	-7
Cc1ccc(C(=O)Oc2coc(CSc3nccn3C)cc2=O)cc1C	-4	-10	-5
Oc1cccc(C2c3cccn3CCCN2Cc2ccc(F)cc2)c1 (stereo not drawn)	23	-5	-5
Cc1cc(C)cc(C(=O)Nc2nc(CN3CCC(C)CC3)cs2)c1	0	-7	nt
Cc1ccc(C2(O)CCN(CC(=O)Nc3cnn(C)c3)CC2)nc1	3	-5	-12
Cc1cnn(CCC(=O)N2CC[C@H](N3CCN(C)CC3)[C@H](CCCO)C2)c1	nt	-10	-6
COc1cccc(Cc2c(C)nc(C)nc2N2CCN(S(=O)(=O)c3c(C)cc(C)cc3C)CC2)c1	nt	1	0
O=C(CCN(c1nc(C2CC2)nc2ccccc12)C1CC1)NCc1cccc(C(F)(F)F)c1	17	-6	-4
CCN(CC)CCN(C(=O)CCc1ccccc1)c1nc2cc3c(cc2s1)OCO3	-6	-8	-7

Quoted from the entries so far for reference:
SMILES	NPYLR7 agonist	hcGAS inh	mcGAS inh
Cc1ccc(C2(O)CCN(CC(=O)Nc3cnn(C)c3)CC2)nc1	3	-5	-12
Cc1cnn(CCC(=O)N2CC[C@H](N3CCN(C)CC3)[C@H](CCCO)C2)c1	nt	-10	-6
COc1cccc(Cc2c(C)nc(C)nc2N2CCN(S(=O)(=O)c3c(C)cc(C)cc3C)CC2)c1	nt	1	0
O=C(CCN(c1nc(C2CC2)nc2ccccc12)C1CC1)NCc1cccc(C(F)(F)F)c1	17	-6	-4
CCN(CC)CCN(C(=O)CCc1ccccc1)c1nc2cc3c(cc2s1)OCO3	-6	-8	-7

Next records.
SMILES	NPYLR7 agonist	hcGAS inh	mcGAS inh
O=S(=O)(Nc1ccncc1)c1cccc(Cl)c1Cl	7	-14	-9
Cc1ccc(CN(Cc2ccc(F)cc2)C(=O)CN(C(C)C)S(=O)(=O)c2ccc(F)cc2)o1	9	4	4
O=C(CC1=CCCCC1)N1CCCC(Nc2ccc(F)cc2)C1 (stereo not drawn)	3&1	1&-7	nt
CC(Cc1cccs1)N(C)S(=O)(=O)c1cnn(C)c1 (stereo not drawn)	3	-7	nt
CCOCCOc1nc(-c2ccc(Cl)c(Cl)c2)n(-c2cccc(NC(=O)c3cccc(OC)c3)c2)n1	-4	5	1
COc1ccc(OC)c(C2c3cccn3-c3ccccc3N2C(=O)CN(C(=O)NC23CC4CC(CC(C4)C2)C3)C2CC2)c1 (stereo not drawn)	16	-8	-5
COc1ccc(Cl)cc1-c1cccc(CNC(C)=O)c1	14	-4	nt
O=C(c1ccccc1)N1CCN=C1SCc1cccnc1	-3	-8	nt
CCc1nc2ccc(C(=O)N3CCN(C(C)=O)CC3)cn2c1N(CC)Cc1cccc(Br)c1	5	-2	-3
CC(C)N1C(=O)COCc2cc(-c3cccnc3)ccc21	6	-5	nt
CCc1cc2c(=O)n(NC(=S)NC(C)C)cnc2s1	4	-6	nt
Cc1cc(C(=O)NCc2ccc(-c3ncc(-c4ccc(N5CCOCC5)cc4)[nH]3)cc2)cc(Cl)n1	10	-8	-5

Entries of single compounds, looked up by structure:
Cc1ccc(CN(Cc2ccc(F)cc2)C(=O)CN(C(C)C)S(=O)(=O)c2ccc(F)cc2)o1 across the screens: NPYLR7 agonist: 9; hcGAS inh: 4; mcGAS inh: 4
CC(Cc1cccs1)N(C)S(=O)(=O)c1cnn(C)c1 (stereo not drawn) across the screens: NPYLR7 agonist: 3; hcGAS inh: -7; mcGAS inh: nt

(list continues)
SMILES	NPYLR7 agonist	hcGAS inh	mcGAS inh
O=C(c1cc(N2CCOCC2)ccn1)N1CCC(C(=O)N2CCCCCC2)CC1	-2	0	nt
CC(C)c1ncc(CN2CCC(CNC(=O)c3ccccn3)C2)cn1 (stereo not drawn)	0	-4	-16
COc1ccc(-c2ccc(S(=O)(=O)Nc3cccc(OC)c3)cc2)cc1	-1	-3	-3
Cc1ccc(CN(Cc2ccccc2)CC(O)COc2ccccc2)o1 (stereo not drawn)	5	-4	-2
Cn1nc(NC(=O)c2cccc3ccccc23)c2c1NC(=O)CC2c1ccccc1 (stereo not drawn)	-22	4	3
O=C(O)c1ccccc1-n1cccc1	-4	-4	nt
CCc1nc2ccc(C(=O)Nc3cccc(OCC(=O)N(C)C)c3)cn2c1N(CCN(C)C)CC1CC1	-5	-8	-3
Cc1[nH]c(C(=O)O)c(C)c1C(=O)OC(C)C	5	4	nt
O=C(CC1CC1)N1CCC(n2c(Cc3ccccc3)nc3ccccc32)CC1	-1	-6	-5
CCN1C(=O)NC2C1N(C)C(=O)N2C (stereo not drawn)	5	-6	-3
O=C(Nc1ccc2c(c1)OCO2)C1CCN(C(=O)c2ccccc2)CC1	9	-3	-5
CC(C)C(C)(O)C#CCN1CCCCC1 (stereo not drawn)	4	1	-4
CCC(O)CN(Cc1ccc(OC)cc1)Cc1ccccc1F (stereo not drawn)	-3	-5	-3
CC(C)c1[nH]n(-c2ccc(F)cc2)c(=O)c1C1=C([n+]2ccccc2)C(=O)N(C(C)C)C1=O	1	-9	-10
